Screening results as filed in PubChem.
NSD2 inh = NSD2 (human) methyltransferase inhibition; NSD2 peptide methylation, AlphaScreen, 120 min; inhibition, % at 12.5 µM; 0.54% of 310,000 active; AID 743445; in the data active = inhibition above about 50%
CDK5 inh = blocks human CDK5/p35 kinase activity; Recombinant CDK5/p35, ADP-Glo luminescence, 60 min; inhibition, % at 10 µM; 0.01% of 330,000 active; AID 488839;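 active = highest replicate inhibition of at least 50% and at least 75% of replicates reaching 50%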;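 note: plate controls were DMSO neutral control for no effect and GW8510 at 10 µM for full effect; many of its hits are not listed in these tables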
DSG3 Ab inh = blocks pemphigus antibody binding to human desmoglein-3; P32926; DSG3-coupled beads, scFv-anti-DSG3-GFP binding, flow cytometry; active compounds read low; binding (percent of control), % at 10 µM; 0.48% of 310,000 active; AID 588358;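 active = binding more than 3 SD below its plate's average and above zero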;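 note: hits lower antibody fragment binding to DSG3; some compounds called inactive have numbers as strong as hits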
Arrestin-AP2 inh = inhibitors of human beta-arrestin and AP2 interaction | FITC-arrestin peptide / GST-AP2 beads, flow cytometry; AP2 beta2 appendage carries R879A mutation | inhibition, % at 10 µM | 0.31% of 340,000 active | AID 504490;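 active = inhibition above a set limit, near 3 SD of compounds lacking own fluorescence, cut at about 54% in these data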;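 note: plate controls were DMSO wells for no effect and 5 µM unlabelled arrestin peptide for full effect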
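Material – GST-tagged AP2 beta2-adaptin appendage (R879A) on 4 µm glutathione beads · Probe or stimulus – fluorescein-tagged arrestin peptide at 50 nM final · Timing – 12 min plus 1 h, RT · Detection – bead flow cytometry, FITC channel · Read-out basis – inhibition as reduced fluorescein signal on beads, percent · Medium – PBS plus Tween 20 (0.05%) and BSA (0.1%)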
SR-BI DiI inh = inhibitors of mouse SR-BI mediated HDL lipid uptake; ldlA[mSR-BI] CHO cells, DiI-HDL uptake fluorescence, 3 h; inhibition, % at 12.5 µM; 0.96% of 320,000 active;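 active = mean replicate inhibition of at least 70% and a set share of replicates each scoring 70 or more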;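 note: 0% = median of neutral control wells and 100% = median of positive control wells; values of inactives mirror those of a sister screen read the other way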
Target sequence (Q61009 whole entry, looked up): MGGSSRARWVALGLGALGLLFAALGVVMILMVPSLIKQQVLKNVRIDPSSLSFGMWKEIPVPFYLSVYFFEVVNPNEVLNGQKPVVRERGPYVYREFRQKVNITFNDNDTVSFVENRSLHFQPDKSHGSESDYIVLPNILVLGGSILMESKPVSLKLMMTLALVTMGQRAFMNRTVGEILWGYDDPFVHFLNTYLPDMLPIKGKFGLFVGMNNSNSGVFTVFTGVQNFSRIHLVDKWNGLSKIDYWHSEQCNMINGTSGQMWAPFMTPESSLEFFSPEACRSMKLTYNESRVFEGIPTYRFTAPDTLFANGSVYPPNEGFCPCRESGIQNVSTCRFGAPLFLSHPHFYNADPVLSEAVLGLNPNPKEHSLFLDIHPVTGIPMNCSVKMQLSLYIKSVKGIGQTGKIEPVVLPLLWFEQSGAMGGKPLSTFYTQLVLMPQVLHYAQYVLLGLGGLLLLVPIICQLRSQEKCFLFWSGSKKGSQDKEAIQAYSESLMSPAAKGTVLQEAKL
PKA-R2B activ = PKA-R2B complex activation | P22694+P31323 | 0.079% of 340,000 active | activation, % at 11.4 µM | AID 504700 | PKA-R2B holoenzyme dissociation, Cy5-IP20 fluorescence polarization; R2B truncated from residue 108, S112A mutant; 0% DMSO only, 100% 113 µM cGMP;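 active = activation above a cutoff set at the mean over all compounds plus 3 SD, cut at about 18% in these data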;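 note: higher means more holoenzyme dissociation and a rise in polarization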
PKA-R1A act = activates the PKA-R1A holoenzyme complex; P00514+P68181; PKA-R1A dissociation, Cy5-IP20 fluorescence polarization; scaled: DMSO 0%, 113 µM cGMP 100%; activation, % at 11.4 µM; 0.083% of 340,000 active;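 active = percent activation above the mean of all tested compounds plus 3 SD, cut at about 19% in these data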;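 note: higher means more PKAc released from R1A so a rise in polarization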
MITF TRPM1 HTS = MITF TRPM1 promoter activation in melanoma cells; activation, % at 12.5 µM; SK-MEL-5 TRPM1-promoter luciferase, 24 h; % of positive control, neutral wells = 0; AID 588334; 0.75% of 300,000 active;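 active = mean activation of at least 80% with every replicate also reaching 80%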;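 note: 0% = neutral control wells and 100% = parthenolide positive control wells; values of inactives mirror those of a sister screen read the other way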
SR-BI DiI-HDL act = SR-BI HDL lipid transfer activation. CHO ldlA[mSR-BI] cells, DiI-HDL uptake fluorescence, 3 h; 100 = double the neutral-control signal. activation, % at 12.5 µM. 0.096% of 320,000 active. AID 504775;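 active = mean replicate activation of at least 60% and every replicate at or above 60%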;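 note: 0% = median plate neutral-control signal and 100% = twice that signal; values of inactives mirror those of a sister screen read the other way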
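Material – SR-BI-overexpressing, LDLR-lacking CHO cells · Medium – BSA-supplemented, HEPES-buffered Ham's F12, pH 7.4 · Doses – single concentration · Times – compound with DiI-HDL co-incubation, 3 h at 37 °C · Measured by – bottom-read fluorescence, 550/595 nm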
dFosB act = mouse delta FosB homodimer activation. activation, % at 25 µM. AID 493131. 0.99% of 340,000 active. purified delta FosB, TAMRA-CDK5 oligo fluorescence polarization; percent of positive-control signal above neutral wells. P13346;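 active = mean activation above about 17%, with every replicate also reaching it, limit read from the data, passing the limit was not always enough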;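 note: fluorescence polarization rise as delta FosB binds a TAMRA Cdk5 AP-1 oligo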
Target sequence (P13346 whole entry, looked up): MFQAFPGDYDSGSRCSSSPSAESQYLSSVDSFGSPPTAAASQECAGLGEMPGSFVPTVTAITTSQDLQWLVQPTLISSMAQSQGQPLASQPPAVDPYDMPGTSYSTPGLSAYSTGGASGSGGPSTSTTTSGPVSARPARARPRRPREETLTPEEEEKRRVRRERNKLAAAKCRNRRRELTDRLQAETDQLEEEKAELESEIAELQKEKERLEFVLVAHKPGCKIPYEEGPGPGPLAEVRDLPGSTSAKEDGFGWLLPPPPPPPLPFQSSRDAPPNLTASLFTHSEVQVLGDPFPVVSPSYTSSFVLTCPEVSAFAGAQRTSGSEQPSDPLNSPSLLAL
SUMO Mot1 rescue = inhibitors of SUMOylation pathway: yeast Mot1-301 growth rescue. S. cerevisiae Mot1-301 growth rescue, ATP luminescence, 38.5C; percent above DMSO median, 100 means doubled. growth rescue, % at 18.8 µM. 1% of 320,000 active;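 active = every valid replicate shows activation above 250% relative to neutral control wells; inactive = the rest, any valid replicate at or below 250%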;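 note: OY570 slx delta 5 strain wells were the positive control but not used for scaling; some compounds called inactive have numbers as strong as hits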
* hit, by the source's call; x = no result given.

#	PKA-R1A act	CDK5 inh	SR-BI DiI-HDL act	MITF TRPM1 HTS	SR-BI DiI inh	Arrestin-AP2 inh	dFosB act	NSD2 inh	DSG3 Ab inh	PKA-R2B activ	SUMO Mot1 rescue	compound
1	-8	1.3	-6	11	6	10	-6	24	117	-9	2	BrC(=C\c1ccccc1)/C=N/N1CCN(c2ccccc2)CC1
2	-4	-1.0	-6	-20	6	14	3	38	88	-4	-19	c1ccc(CNc2nc(-c3ccccn3)nc3ccccc23)cc1
3	-10	-0.3	4	-3	-4	-4	-5	0	106	2	-6	Cc1ccc(-n2ccnc2SCC(=O)O)c(C)c1
4	-2	-1.6	30	-10	-30	-8	-4	2	x	-10	6	CC1CCN(S(=O)(=O)c2ccc(C(=O)Nc3ncccc3O)cc2)CC1
5	-7	-3.5	x	11	-7	8	-4	-4	102	0	650*	O=C(NCc1ccccc1Cl)c1ccc2c(c1)OCO2
6	-3	0.8	14	-7	-14	-9	-4	6	97	7	-7	COc1cccc(C(=O)C2CCCN(C(=O)c3ccccc3Cl)C2)c1 (stereo not drawn)
7	-16	-1.3	14	-10	-14	25	0	x	108	-2	-6	Cc1nnc(NC(=O)c2ccc(S(=O)(=O)N(C)Cc3ccccc3)cc2)o1
8	9	-2.8	-46	-14	46	2	-5	x	97	0	3	CN(Cc1ccccc1)C(=O)c1cccc(NC(=O)Cc2ccc([N+](=O)[O-])cc2)c1
9	-8	-1.1	4	14	-4	26	-2	-3	108	-5	9	CC(=O)Nc1ccc(NC(=O)COC(=O)CCCc2c[nH]c3ccccc23)cc1
10	-10	6.3	-8	43	8	13	-9	-5	x	-8	87	CCCCN(C)C(=O)c1cc2cc3ccc(OC)cc3nc2s1
11	3	-2.0	-34	2	34	36	-8	x	100	-4	x	Cc1cccc(C)c1NC(=O)CN1CCN(C(=O)CN2C(=O)NC3(CCCCC3C)C2=O)CC1 (stereo not drawn)
12	3	0.0	25	-5	-25	28	1	x	84	-12	-23	COCCn1nnnc1C(c1cccc(C#N)c1)N1CCCCCC1 (stereo not drawn)
13	-4	-1.1	-4	-2	4	21	2	2	97	-8	-7	O=C(OCC(=O)N1CCCC1=O)c1ccc(O)cc1O
14	-3	-1.7	-50	3	50	5	-10	1	109	4	16	Cc1cccc(N2C(=O)CC(SC(N)=Nc3ccccc3)C2=O)c1 (stereo not drawn)
15	8	0.0	5	9	-5	23	4	-4	104	-3	-3	COc1ccc(NS(=O)(=O)c2cccc(C(=O)NNC(=O)c3cccc(NC(C)=O)c3)c2)cc1
16	9	-0.4	-1	x	1	14	-24	0	111	2	3	CNC(=O)c1c(O)c2cccc3c2n(c1=O)CCC3
17	6	0.8	1	x	-1	6	-7	-1	98	-10	x	CC(=O)N(C(C)=O)N1C(=O)C2C3c4ccccc4C(c4ccccc43)C2C1=O (stereo not drawn)
18	-4	-0.3	-28	x	28	2	45*	1	122	-15	63	c1ccc(N2CCN(c3nc(NCc4ccco4)c4ccccc4n3)CC2)cc1
19	4	-0.2	x	-55	x	2	-1	18	115	-7	7	OCCCNCc1ccc(N(c2ccccc2)c2ccccc2)cc1
20	-5	0.2	5	x	-5	31	3	-3	101	-3	-7	O=c1c2ccccc2[nH]c(=S)n1CC1CCCO1 (stereo not drawn)
21	0	-0.2	11	12	-11	31	4	-4	99	-6	-11	COc1ccccc1/C=C/C(=O)OCCN1CCOCC1
22	-2	-1.8	x	-10	x	-14	-12	14	x	6	-6	COc1ccc(C(C(=O)NC(C)(C)C)N(C(=O)CCC(=O)Nc2cc(C)on2)c2cc(C)cc(C)c2)cc1 (stereo not drawn)
23	-5	0.0	-23	4	23	0	-8	0	87	1	-2	O=C(Nc1ccc(N2CCOCC2)cc1N1CCOCC1)c1ccccc1
24	5	1.5	36	2	-36	4	6	1	94	-8	-19	COc1ccc(/C=C(/NC(=O)c2ccccc2)c2nc3ccccc3[nH]2)cc1OC
25	9	2.9	3	5	-3	-1	-1	-5	107	11	-15	COC(=O)c1cc(C(=O)OC)[nH]n1
26	-3	-0.4	2	-8	-2	1	-1	1	99	-7	-17	CC(c1ccccc1)N1CC(C(=O)N2CCN(c3ccc(F)cc3)CC2)CC1=O (stereo not drawn)
27	-8	-0.2	3	5	-3	12	-3	-1	83	-6	-17	CCOC(=O)CSc1nnc(CNC(=O)c2ccc(S(=O)(=O)N3CCOCC3)cc2)n1C
28	-8	-1.5	5	-2	-5	-3	-8	1	100	-3	-10	CCNC(=O)CN(c1ccc(Br)c(C)c1)S(C)(=O)=O
29	-15	1.5	44	x	-44	24	2	4	100	6	8	C/[N+]([O-])=C\c1coc2ccccc2c1=O
30	-3	-0.1	26	-1	-26	-5	-1	1	85	-2	-12	NNC(=O)[C@@H]1C[C@@H]1c1ccccc1

Entries listed above printed as active in SUMO Mot1 rescue.
#	PKA-R1A act	CDK5 inh	SR-BI DiI-HDL act	MITF TRPM1 HTS	SR-BI DiI inh	Arrestin-AP2 inh	dFosB act	NSD2 inh	DSG3 Ab inh	PKA-R2B activ	SUMO Mot1 rescue	compound
5	-7	-3.5	x	11	-7	8	-4	-4	102	0	650*	O=C(NCc1ccccc1Cl)c1ccc2c(c1)OCO2

Next entries
#	PKA-R1A act	CDK5 inh	SR-BI DiI-HDL act	MITF TRPM1 HTS	SR-BI DiI inh	Arrestin-AP2 inh	dFosB act	NSD2 inh	DSG3 Ab inh	PKA-R2B activ	SUMO Mot1 rescue	compound
31	6	-0.1	-5	1	5	27	-12	-1	102	-11	-1	Cc1ccc(S(=O)(=O)N2CCN(C(=O)COC(=O)CCOc3ccccc3C)CC2)cc1
32	-10	3.7	-14	x	14	7	-9	11	107	-1	-3	CCOc1ccccc1C(=O)OCC(=O)Nc1ccc(N2CCCCC2)cc1
33	-2	0.3	-12	3	12	-8	-7	-3	96	2	1	CC/C(=N\NC(=O)c1cc(C)nc2ccccc12)c1ccc(C)s1
34	-16	-0.1	7	20	-7	-9	-3	0	95	-14	34	CCCCCC(=O)Nc1ccc(-c2cn3cccnc3n2)cc1
35	-2	-0.2	-3	x	3	0	-2	2	x	1	-6	COc1ccccc1NC(=O)CN(Cc1ccco1)C(=O)c1ccc(-n2nc(C)cc2C)cc1
36	-6	-0.3	7	x	-7	7	-4	-4	100	0	201	O=C1CSC(c2ccccc2)N1Cc1ccccn1 (stereo not drawn)
37	-9	-0.2	7	-11	-7	5	-8	1	110	2	8	CC(O)CNCCOc1ccccc1OCc1ccccc1 (stereo not drawn)
38	-14	2.3	-29	13	29	7	2	-5	107	-4	x	Cc1cc(C)n(-c2ccc(C(=O)NC3CCCCC3)cc2)n1
39	2	2.1	2	-14	-2	5	1	-3	96	-3	-8	O=C(NCc1ccc(F)cc1)C1CCN(C(=O)NCc2ccccc2)CC1
40	-9	-0.9	-34	36	34	-7	2	-2	95	-13	11	Cc1c(C)c(C)c2[nH]c(-c3ccc4c(c3)OCO4)nc2c1C

Profiles, quoted from the list. Values in the order: PKA-R1A act	CDK5 inh	SR-BI DiI-HDL act	MITF TRPM1 HTS	SR-BI DiI inh	Arrestin-AP2 inh	dFosB act	NSD2 inh	DSG3 Ab inh	PKA-R2B activ	SUMO Mot1 rescue
Entry for Cc1c(C)c(C)c2[nH]c(-c3ccc4c(c3)OCO4)nc2c1C = -9	-0.9	-34	36	34	-7	2	-2	95	-13	11
Entry for CCOc1ccccc1C(=O)OCC(=O)Nc1ccc(N2CCCCC2)cc1 = -10	3.7	-14	x	14	7	-9	11	107	-1	-3

Additional results.
#	PKA-R1A act	CDK5 inh	SR-BI DiI-HDL act	MITF TRPM1 HTS	SR-BI DiI inh	Arrestin-AP2 inh	dFosB act	NSD2 inh	DSG3 Ab inh	PKA-R2B activ	SUMO Mot1 rescue	compound
41	0	2.3	29	-1	-29	3	-4	x	103	8	-9	CCC1CCCCN1C(=O)CSc1nc(N)c(NC(=O)c2ccco2)c(=O)[nH]1 (stereo not drawn)
42	-12	-6.7	1	10	-1	10	-15	1	103	-5	-14	Cc1oc2cc3oc(=O)c(CC(=O)O)c(C)c3cc2c1-c1ccccc1
43	10	0.8	-9	7	9	-3	0	x	104	-8	1	Cc1ccc(CS(=O)(=O)c2nsc(C)c2C#N)cc1
44	-4	-0.1	19	x	-19	-7	-8	1	99	3	-16	COc1ccc(Oc2c(C)nc(SCC(=O)c3ccc(Cl)cc3)[nH]c2=O)cc1
45	0	-2.0	-18	-16	18	2	-2	x	99	-2	x	CN(C)C(=O)CCc1ccc2c3c([nH]c2c1)[C@]1(CCc2ccccc2)[C@@H](C(=O)N2CCCCC2)C[C@H](CC(=O)NCc2ccco2)C(=O)N1CC3
46	-13	-1.1	-41	9	41	-24	0	1	114	-6	0	Fc1ccc(C2c3cccn3CCN2C(=S)Nc2cccc(Br)c2)cc1 (stereo not drawn)
47	0	-2.6	-28	-12	28	6	-9	-1	x	-18	-9	CCC(C)NC(=O)c1ccc2c(c1)S(=O)(=O)c1ccccc1C2=O (stereo not drawn)
48	7	-2.9	-3	x	3	-5	-2	-1	106	4	-13	Brc1cc2c(cc1Br)OCCOCCOCCO2
49	-1	-1.2	-29	-13	29	5	-11	x	143	-1	-9	CCCCC[C@H]1CN(CCc2ccccc2)C(=O)[C@@H]1CC(=O)NCc1ccc(OC)cc1
50	-1	-3.1	17	-17	-17	9	-4	-5	94	-3	10	CCCc1nc2n[nH]c(N)c2c2c1CCCC2
51	-3	9.2	-4	10	4	-27	-4	1	100	2	16	Cn1c(-c2sccc2OCc2cccc(C(F)(F)F)c2)n[nH]c1=S
52	9	-0.9	-9	-11	9	-6	2	35	107	-10	-16	O=C(NNC(=O)c1ccco1)Nc1ccccc1
